P. falciparum M17LAP: P. falciparum M17LAP inhibitors, primary screen, biochemical, fluorogenic H-Leu-NHMec substrate, 1536-well (AID 1619) | recombinant M17LAP, H-Leu-NHMec fluorogenic kinetic assay; higher % means a stronger effect | Leucine aminopeptidase (Plasmodium falciparum (isolate 3D7)) | one-dose inhibition, % at 30 µM; IC50 in µM for titrated hits | 220,000 compounds, 0.38% hits;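 active = compound inhibiting the enzyme by more than half at any dose during confirmatory dose-response retesting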;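 also: plate controls were full reaction with DMSO carrier for no effect and no enzyme background for full effect; strong numbers were not always called active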
Hep lipid drop: inhibitors of hepatocyte lipid droplet formation, primary screen, imaging, high-throughput imaging, BODIPY stain; AML12 mouse hepatocytes, oleate lipid droplets; inhibition, % at 6.5 µM; 240,000 compounds, 0.4% hits;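 active = lipid droplet intensity inhibited by at least 50%, with more than 500 cells counted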
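Test system: AML12 mouse liver cells; schedule: overnight exposure; technique: high-content imaging of BODIPY-stained droplets and DAPI nuclei; read-out: % inhibition of corrected integrated BODIPY droplet signal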
CSM14.1 death rescue: rescue of cells from ER stress-induced death, primary screen, 384-well, CSM14.1, thapsigargin, ATP luminescence (AID 1222). CSM14.1 thapsigargin-induced death rescue, ATP luminescence; higher % means a stronger effect. one-dose cellular ATP content (survival), % at 20 µM; EC50 in µM for titrated hits. 190,000 tested, under 10 active;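 active = EC50 below 50 µM in the dose-response confirmation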;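 also: death triggered by thapsigargin at about 15 µM added after 2 h compound pretreatment; cell ATP read after overnight thapsigargin exposure of roughly 18 to 22 hours; normalized against plate controls of thapsigargin alone and 5% DMSO vehicle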
M1AAP inhibition: P. falciparum M1AAP inhibitors, biochemical, fluorogenic H-Leu-NHMec substrate, 1536-well (AID 1445); Aminopeptidase N (Plasmodium falciparum (isolate 3D7)); one-dose inhibition, % at 30 µM; IC50 in µM for titrated hits; 220,000 compounds, 0.42% hits; recombinant M1AAP, H-Leu-NHMec fluorogenic kinetic assay; higher % means a stronger effect;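 active = primary inhibition above the hit cutoff, then over 50% inhibition at one or more dose response concentrations, cut at about 23% in these data, passing the limit was not always enough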;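 also: plate controls were DMSO full reaction for no effect and no enzyme background for full effect; strong numbers were not always called active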
XIAP displacement: XIAP antagonists, biochemical, IAP family, fluorescence polarization (AID 1018); displacement, % at 20 µM; hits with a dose series show IC50 in µM; 200,000 compounds, 0.007% hits; XIAP BIR domain, fluorescence polarization peptide displacement; higher % means a stronger effect; in the data active = displacement above about 50%; also: a part of the inactive calls stands beside numbers as strong as those of hits
LYP inhibition: inhibitors of LYP phosphatase, biochemical, fluorescence intensity, uHTS (AID 1779) | 290,000 compounds, 0.054% hits | inhibition, % at 11.5 µM; hits with a dose series show IC50 in µM | Tyrosine-protein phosphatase non-receptor type 22 (Homo sapiens) | recombinant LYP phosphatase, fluorescence intensity; higher % means a stronger effect;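 also: plate controls were vehicle with enzyme for no effect and no enzyme for full effect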
HEK293 NOD2/NF-kB: NOD2 signaling inhibitors, cell-based, luminescence, uHTS, HEK293 (AID 1566). HEK293 NOD2/NF-kB luciferase reporter, luminescence; higher % means a stronger effect. inhibition, % at 4 µM; hits with a dose series show EC50 in µM. 290,000 compounds, 0.63% hits; also: many of its hits are not listed in these tables
SIAH1 antagonists: Siah-1 peptide-binding antagonists, primary screen, biochemical, fluorescence polarization, rhodamine-plectin, uHTS (AID 1817) | Siah-1 / rhodamine-plectin peptide fluorescence polarization; higher % means a stronger effect | 290,000 compounds, 0.02% hits | E3 ubiquitin-protein ligase SIAH1 (Homo sapiens) | one-dose displacement, % at 20 µM; IC50 in µM for titrated hits;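 active = displacement of at least 50% at 20 µM, with a fluorescence ratio check between 0.3 and a set limit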;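 also: plate controls were Siah plus tracer with DMSO for no effect and tracer alone without Siah for full effect; strong numbers were not always called active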
AID2073: inhibitors of Mint1-CaV2.2 protein interaction, biochemical, HTRF (AID 2073) | HTRF protein-protein interaction, Mint1-CaV2.2; higher % means a stronger effect | Voltage-dependent N-type calcium channel subunit alpha-1B (Homo sapiens) | inhibition, % at 20 µM, or IC50 in µM where a hit was titrated | 290,000 compounds, 0.19% hits; in the data active = inhibition mostly above about 51%, no sharp cut-off; also: some results filed as inactive read as strong as hits
Hep lipid drop cells 6.5 µM: recorded beside Hep lipid drop, whose call it bears; cell count; measured here: cell count, cytotoxicity flag;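 cells counted across two imaged fields per well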
* marks the source's active call; other numbers are inactive results; x = not tested or not shown. Rule as the data show it, unless noted: active = inhibition above about 50%; inactive = the rest.

SMILES,P. falciparum M17LAP,Hep lipid drop,Hep lipid drop cells 6.5 µM,CSM14.1 death rescue,M1AAP inhibition,XIAP displacement,LYP inhibition,HEK293 NOD2/NF-kB,SIAH1 antagonists,AID2073
COC(=O)c1ccc(OCCOc2ccc(C(=O)OC)cc2)cc1,14%,-4,753,-2.5%,12%,0.5%,-8%,15%,-4%,3%
O=C(Nc1ccccc1N1CCOCC1)c1cccc(F)c1,-4%,11,687,3.8%,-2%,0.9%,-3%,-4%,-2%,2%
CCc1ccc(NC(=O)c2ccc(OC)c([N+](=O)[O-])c2)cc1,5%,14,720,-4.2%,0%,-4.9%,-3%,-1%,-8%,-1%
CCOC(=O)COc1ccc2c3c(c(=O)oc2c1C)CCC3,18%,4,796,-0.3%,9%,-0.9%,-9%,16%,-4%,9%
Nc1nnc(CCCCc2cccs2)o1,-5%,x,x,-0.8%,3%,-2.9%,0%,-15%,-1%,22%
COc1cc2c(C(=O)O)c(C)n(C)c2c2ccccc12,x,-8,396,x,x,x,-7%,8%,-1%,-2%
CCCS(=O)(=O)N1CCCC(C(=O)NCCN(C)Cc2ccccc2)C1 (stereo not drawn),11%,x,x,-2.4%,2%,-5.9%,-12%,20%,-3%,38%
CC(=O)Nc1sc2c(c1C(c1ccccc1)N1CCOCC1)CCCC2 (stereo not drawn),-7%,9,785,1.9%,8%,-8.6%,-5%,-3%,5%,25%
COc1cccc(COc2cc3ccccc3nc2C)c1,0%,x,x,4.0%,1%,-6.0%,0%,22%,4%,-2%
COc1ccc(N2C(=NC(=O)C3CCCCC3)SC3CS(=O)(=O)CC32)cc1 (stereo not drawn),x,1,774,x,x,x,-3%,7%,3%,1%
COC(=O)C(C)NC(=O)C12CC3CC(CC(C3)C1)C2 (stereo not drawn),5%,-24,658,-2.0%,2%,1.2%,-5%,-12%,0%,4%
COc1ccccc1N1CCN(Cc2ccco2)CC1,0%,x,x,-0.7%,14%,-5.7%,-5%,2%,9%,-6%
Cc1cccc(C)c1NC(=O)CN(C)C(=O)/C=C/c1cccs1,-7%,16,659,-3.7%,4%,-0.1%,-2%,-15%,0%,2%
COc1ccccc1/C=C/C=N/n1c(C)nnc1C,23%,-5,585,2.5%,6%,1.2%,-2%,13%,10%,12%
CCC(C)c1ccc(S(=O)(=O)N2CC(=O)Nc3ccccc32)cc1 (stereo not drawn),-10%,-2,650,-0.5%,-1%,0.6%,-9%,-1%,1%,2%
Cc1ccc(OCC(O)Cn2c(=N)n(Cc3ccccc3)c3ccccc32)cc1 (stereo not drawn),7%,-9,743,-1.7%,3%,-4.8%,0%,4%,4%,3%
COc1ccccc1/C=N/NC1=NCCCCC1,-1%,x,x,-0.4%,2%,-2.1%,-6%,10%,0%,-3%
O=C(COc1ccc(Br)cc1Cl)NC(=O)NCc1ccccc1,0%,-11,618,-2.0%,-5%,-3.1%,-4%,-1%,1%,-5%
CCn1c(=O)c([N+](=O)[O-])c(NCc2ccco2)c2ccccc21,1%,-1,776,x,4%,x,-7%,0%,-1%,-19%
Cn1c(C(=O)N2CCCC(Nc3ccc(F)cc3)C2)cc2ccccc21 (stereo not drawn),x,0,736,x,x,x,-11%,10%,0%,8%
CCOc1ccc(OCC)c(-c2c(=O)n(OCc3ccccc3Br)c3ccccc3[n+]2[O-])c1,5%,x,x,0.5%,6%,-6.7%,-8%,16%,0%,3%
CC1(C)CC(Nc2ccc(C(F)(F)F)cc2[N+](=O)[O-])CC(C)(C)N1,9%,-12,680,-0.3%,12%,-2.1%,-8%,10%,2%,1%
CC(C)OP(=O)(CCP(=O)(OC(C)C)OC(C)C)OC(C)C,7%,-13,657,x,4%,x,-5%,20%,-2%,44%
N#C/C=C(/c1ccc(F)cc1)N1CCOCC1,-4%,9,672,0.8%,3%,-7.9%,-7%,2%,1%,-1%
Cc1ccc(NC(=O)CCCCCNS(=O)(=O)c2ccc(C)cc2)cc1,-12%,22,680,2.8%,2%,0.2%,-3%,6%,6%,-1%
CC1CCCN(C(=O)CSCC(=O)Nc2nc(-c3cccs3)cs2)C1 (stereo not drawn),-1%,x,x,-2.0%,8%,-3.6%,8%,-15%,5%,-9%
CCN(CC)C(=O)Oc1ccnc2cc(Cl)ccc12,0%,-4,686,-1.0%,7%,-6.1%,-8%,3%,4%,-3%
NC(=O)Cc1nc2scc(-c3ccccc3)c2c(=O)[nH]1,-2%,-8,714,0.8%,-6%,-4.5%,-4%,8%,-4%,-7%
COc1ccc(CC(=O)NC(CC(=O)O)c2cccc([N+](=O)[O-])c2)cc1 (stereo not drawn),37%,-3,739,-1.3%,8%,-12%,0%,-11%,-13%,-3%
CCCCCCCCOC1OC(CO)C(O)C(O)C1NC(C)=O (stereo not drawn),-10%,x,x,0.8%,-8%,-3.3%,-10%,12%,1%,0%
Cc1cc2oc(=O)ccc2cc1[N+](=O)[O-],x,0,743,x,x,x,-10%,3%,4%,-3%
CC1Oc2ccccc2C=C1/C=N/Nc1ccc(C(=O)O)cc1 (stereo not drawn),21%,0,681,x,5%,x,0%,-150%,14%,-6%
Cc1cc(C2(c3ccc(O)c(C)c3)C(=O)Nc3ccccc32)ccc1O,-1%,x,x,-1.0%,13%,-2.3%,6%,8%,1%,-1%
CC1(C)Cc2c(sc3c2c(=N)n(Cc2ccco2)c(=O)n3CC(=O)Nc2cccc(Cl)c2)CO1,6%,x,x,1.2%,-1%,-5.6%,10%,3%,-3%,25%
COC(=O)C1(C)NC(c2cccs2)C2C(=O)N(c3ccc(F)cc3)C(=O)C21 (stereo not drawn),2%,x,x,-1.8%,4%,-1.0%,-2%,7%,3%,7%
O=C(c1cc([N+](=O)[O-])[nH]n1)N1CCSCC1,11%,10,746,x,4%,x,-9%,-2%,-4%,-6%

4 of these compounds in another layout.
CC1Oc2ccccc2C=C1/C=N/Nc1ccc(C(=O)O)cc1 (stereo not drawn)
  P. falciparum M17LAP = 21% | Hep lipid drop = 0 | Hep lipid drop cells 6.5 µM = 681 | CSM14.1 death rescue = x | M1AAP inhibition = 5% | XIAP displacement = x | LYP inhibition = 0% | HEK293 NOD2/NF-kB = -150% | SIAH1 antagonists = 14% | AID2073 = -6%

Cc1cc(C2(c3ccc(O)c(C)c3)C(=O)Nc3ccccc32)ccc1O
  P. falciparum M17LAP = -1% | Hep lipid drop = x | Hep lipid drop cells 6.5 µM = x | CSM14.1 death rescue = -1.0% | M1AAP inhibition = 13% | XIAP displacement = -2.3% | LYP inhibition = 6% | HEK293 NOD2/NF-kB = 8% | SIAH1 antagonists = 1% | AID2073 = -1%

CC1(C)Cc2c(sc3c2c(=N)n(Cc2ccco2)c(=O)n3CC(=O)Nc2cccc(Cl)c2)CO1
  P. falciparum M17LAP = 6% | Hep lipid drop = x | Hep lipid drop cells 6.5 µM = x | CSM14.1 death rescue = 1.2% | M1AAP inhibition = -1% | XIAP displacement = -5.6% | LYP inhibition = 10% | HEK293 NOD2/NF-kB = 3% | SIAH1 antagonists = -3% | AID2073 = 25%

COC(=O)C1(C)NC(c2cccs2)C2C(=O)N(c3ccc(F)cc3)C(=O)C21 (stereo not drawn)
  P. falciparum M17LAP = 2% | Hep lipid drop = x | Hep lipid drop cells 6.5 µM = x | CSM14.1 death rescue = -1.8% | M1AAP inhibition = 4% | XIAP displacement = -1.0% | LYP inhibition = -2% | HEK293 NOD2/NF-kB = 7% | SIAH1 antagonists = 3% | AID2073 = 7%

The results go on:
Every second line gives: P. falciparum M17LAP | Hep lipid drop | Hep lipid drop cells 6.5 µM | CSM14.1 death rescue | M1AAP inhibition | XIAP displacement | LYP inhibition | HEK293 NOD2/NF-kB | SIAH1 antagonists | AID2073
Cc1ccc(-c2ccc(CCC(=O)O)n2-c2ccc(C(=O)O)cc2)cc1
→ x | -2 | 878 | x | x | x | -4% | -18% | -2% | 14%
CCOC(=O)Cc1csc(NC(=O)c2ccc(Br)o2)n1
→ 11% | 0 | 806 | -0.2% | 7% | -0.6% | -4% | 6% | -6% | -4%
O=C(NCCSc1c[nH]c2ccccc12)c1c(F)cccc1F
→ 7% | 2 | 731 | -0.2% | 8% | -8.7% | -5% | 1% | -2% | -1%
CN1C(C(=O)Nc2ncccn2)=C(O)c2ccccc2S1(=O)=O
→ x | -16 | 733 | x | x | x | -4% | 4% | 7% | 5%
CC(=O)N1c2ccc(S(=O)(=O)N(C)CC(=O)NC3CCCCC3C)cc2CC1C (stereo not drawn)
→ x | -64 | 745 | x | x | x | -6% | 11% | -7% | 8%
CCC1CCC(N2CCN(c3ccc(F)cc3)CC2)CC1 (stereo not drawn)
→ x | -4 | 815 | x | x | x | 2% | -47% | 2% | 5%
Cc1cccn2c(=O)c3cc(C(=O)NC4CCCC4)c(=N)n(Cc4ccc(F)cc4)c3nc12
→ x | 22 | 720 | x | x | x | -32% | 11% | 0% | 20%
O=C(COC(=O)CCC(=O)c1cccs1)NCc1ccc(Cl)cc1
→ 1% | -51 | 677 | -0.6% | 7% | -4.0% | 1% | -6% | 2% | 18%
CN1CCN(S(=O)(=O)c2cccc(C(=O)Nc3cccc(S(N)(=O)=O)c3)c2)CC1
→ x | -2 | 826 | x | x | x | -9% | 11% | -1% | 7%
CCCNc1[nH]c(=O)n(C)c(=O)c1N=O
→ 13% | x | x | -1.0% | 0% | 0.0% | -6% | 12% | 0% | -9%

Bioassay records: PubChem BioAssay, several laboratories

This is a subset (hit frequency here may not be typical).
